Screening data from PubChem BioAssay.
TDP1 block = inhibitors of human tyrosyl-DNA phosphodiesterase TDP1. Potency, µM (series often up to 130 µM), for the others: at the highest dose activity change, negative = inhibition, usual class: inhibitors. recombinant TDP1, AlphaScreen DNA substrate cleavage. 0.28% of 350,000 active. Q9NUW8; further: nearly all actives have a fitted effect of over 40% in size
Target sequence (Q9NUW8 whole entry, looked up): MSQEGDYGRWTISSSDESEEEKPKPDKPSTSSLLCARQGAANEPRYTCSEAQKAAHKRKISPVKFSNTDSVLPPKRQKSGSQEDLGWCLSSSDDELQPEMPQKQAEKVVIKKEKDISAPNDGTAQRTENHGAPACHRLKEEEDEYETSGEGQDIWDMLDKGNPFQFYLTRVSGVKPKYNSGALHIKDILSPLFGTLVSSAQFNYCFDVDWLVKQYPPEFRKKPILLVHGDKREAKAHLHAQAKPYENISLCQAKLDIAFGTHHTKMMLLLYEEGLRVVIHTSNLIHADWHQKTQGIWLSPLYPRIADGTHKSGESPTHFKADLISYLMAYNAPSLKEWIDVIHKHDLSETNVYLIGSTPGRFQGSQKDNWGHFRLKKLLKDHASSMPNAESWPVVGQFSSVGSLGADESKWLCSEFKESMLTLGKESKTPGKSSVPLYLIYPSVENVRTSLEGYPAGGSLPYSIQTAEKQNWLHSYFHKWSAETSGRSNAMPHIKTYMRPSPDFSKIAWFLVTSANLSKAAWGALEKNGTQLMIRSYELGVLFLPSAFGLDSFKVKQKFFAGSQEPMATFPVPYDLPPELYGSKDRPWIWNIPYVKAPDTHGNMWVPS
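Steps: enzyme plus compound, 15 min RT; add biotin/phosphotyrosine-FITC oligonucleotide (15 nM final), react 5 min; add donor/acceptor beads (10 ug/ml final), 10 min; read AlphaScreen. Tdp1 at 1 nM final.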
N370S GC mod = inhibitors or activators of N370S glucocerebrosidase for Gaucher disease; AID 2101; N370S GC spleen homogenate, 4MU-glucoside fluorescence; P04062; Potency, µM (series often up to 59.4 µM), inactives show at the highest dose activity change, negative = inhibition, actives largely listed as inhibitors; 0.092% of 330,000 active;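 further: 0% = full enzyme activity and -100% = no enzyme basal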
TDP1 cell noCPT = qHTS for Inhibitors of human tyrosyl-DNA phosphodiesterase 1 (TDP1): qHTS in cells in absence of CPT | DT40 Tdp1-/- hTDP1 cells, no CPT, ATP luminescence, 48 h | Potency, µM (highest dose often 46.2 µM), inactives show top-dose activity change, negative = growth inhibition, hits mostly inhibitors | 15% of 420,000 active | AID 686978, 2013; further: nearly all actives have a fitted effect of over 55% in size
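Chicken DT40 Tdp1-/- cells stably complemented with human TDP1 were seeded at 400 cells/well with DMSO in place of 20 nM camptothecin. After compound pinning, cells grew at least 48 hr at 37 °C; viability read by CellTiter-Glo luminescence.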
Numbers without * were called inactive; ? = inconclusive; nt = no result given; [ ] = another dose, or the depositor's remark. The call rests on the fitted dose curve; in most records, active means well fitted curve in the direction sought with a large enough effect; inconclusive means small, poorly fitted or top-dose-only effect, or another doubt; inactive means no such curve, though single readings can be large; an effect the other way counts as inactive or inconclusive. Unless noted, on the % scale 0 is the no-effect control and ±100 the full control effect; potency means the concentration at half of the fitted maximal effect.

SMILES	TDP1 block	N370S GC mod	TDP1 cell noCPT
COCCNc1cc(N)c([N+](=O)[O-])cc1[N+](=O)[O-]	3%	21%	-20%
Cc1ccc(C)c(NC(=S)N(C)CCO)c1	5%	-7%	8%
COc1ccc(NC(=O)Nc2nnc(C)s2)cc1	2%[12.3 µM]	nt	0%
CCC(CC)C(=O)Nc1ccccc1-n1cccc1	4%	-24%	1%
O=C(Cn1cc2c(n1)CCCCC2)NCc1ccccn1	5%	4%	-7%
NC(=O)CC[C@@H]1NC(=O)[C@@H]2CCCN2C(=O)c2cc([N+](=O)[O-])cc(I)c2NCCC[C@@H](C(N)=O)NC1=O	0%	-3%	18%
Cn1c(=O)c(C(=O)NCC2CCCO2)c(O)c2ccccc21 (configuration not stated)	-4%	4%	?
CCC(C)NC(=O)C1CCCN(c2nc(C)cc(OC)n2)C1 (configuration not stated)	2%[56.1 µM]	22%	-15%
CC(=O)Nc1ccc(NC(=O)c2oc3c(c2C)-c2nn(Cc4ccccc4Cl)cc2CC3)cc1	1%	nt	18µM*
Cn1c(N)c(C(=O)COC(=O)CCC(=O)c2ccc(F)cc2)c(=O)n(C)c1=O	2%	-5%	-20%
COC(=O)Nc1ccc(=O)n(Cc2c(Cl)cccc2Cl)c1	-2%	?	-24%
O=C(NNc1c2ccccc2nc2ccccc12)c1cc2ccccc2cc1O	11%	-17%	18µM*
COc1ccccc1N(CC(O)CN1C(=O)NC(C)(C)C1=O)S(=O)(=O)c1ccc(C)cc1 (configuration not stated)	4%	4%	-24%
Cc1nc2cccnc2n1-c1cccc(C(=O)NCCc2ccc(Cl)cc2)c1	6%	nt	18µM*
O=C(CSc1nnc(CNC(=O)c2ccccc2F)o1)NCc1ccccc1	3%	-9%	0%
C=CCC(=O)N(CC)CC1CCCN(CCc2cccc(F)c2)C1 (configuration not stated)	2%	-7%	15%
COc1cc(OC)cc(C(=O)OCC(=O)Nc2cccc(C(C)=O)c2)c1	0%	-15%	7%
COc1ccc(/C=C2\C(=O)N(Cc3ccc(F)cc3)CC(=O)N2Cc2ccccc2)cc1	0%	13%	26µM*
COC(=O)c1ccc(CN2CCN(Cc3ccc(F)cc3)C(CCO)C2)cc1 (configuration not stated)	5%	0%	?
Cc1cc(=O)n2[nH]c(COc3ccccc3)nc2n1	4%	9%	10%

Compound profiles, from the list above:
O=C(CSc1nnc(CNC(=O)c2ccccc2F)o1)NCc1ccccc1 across the screens: TDP1 block = 3%; N370S GC mod = -9%; TDP1 cell noCPT = 0%
C=CCC(=O)N(CC)CC1CCCN(CCc2cccc(F)c2)C1 (configuration not stated) across the screens: TDP1 block = 2%; N370S GC mod = -7%; TDP1 cell noCPT = 15%

More compounds
SMILES	TDP1 block	N370S GC mod	TDP1 cell noCPT
Cc1ccc(C(=O)NCCc2nnc3ccc(SCC(=O)Nc4ccccc4F)nn23)cc1	0%	3%	-20%
CC(=O)c1ccc(OCC(=O)N(C2CCCCC2)C2CCS(=O)(=O)C2)cc1 (configuration not stated)	0%	-3%	6%
CCOc1ccc(C(=O)Nc2nc3ccccc3[nH]2)cc1OCC	6%	-5%	8.2µM*
CCc1c(C)nc2ncnn2c1NCCc1ccc(OC)cc1	-2%	4%	3.5µM*
COCCNC(=O)CNS(=O)(=O)c1ccc2nc(C)sc2c1	2%	6%	-8%
Cc1cc2nccc(-c3ccc(F)cc3)n2n1	nt	1%	-2%
COc1cc(/C=N/NC(=O)c2ccc3c(c2)OCCO3)cc(Br)c1O	nt	-10%	?
Cc1nn(C)c(Cl)c1CN1CCN(C2CCCCC2)C(CCO)C1 (configuration not stated)	9%	9%	15%
Cc1c(NC(=O)CC(C)C)c(=O)n(-c2ccccc2)n1C	0%	-16%	3%
Cc1cnc(NC(=O)C2COc3ccccc3O2)s1 (configuration not stated)	-6%	-9%	?
COc1ccc(N2CCCn3c2nc2c3c(=O)n(Cc3ccc(F)cc3)c(=O)n2C)c(OC)c1	2%	4%	?
Cc1ccc(Cn2ccn(CC(=O)Nc3c(C)cc(C)cc3C)c(=O)c2=O)cc1	-1%	nt	2%
Cc1ccc(C)c(-n2nnnc2SCC(=O)NCC2CCCO2)c1 (configuration not stated)	2%	nt	6%
Cc1ccc(C(=O)Nn2cnc3ccccc3c2=O)cc1C	nt	2%	-11%
CN(C)S(=O)(=O)Oc1cccc(C(=O)Nc2ccc([N+](=O)[O-])cc2)c1	0%	-3%	8.2µM*
COc1ccc(N2CC(C(=O)Nc3ccc(S(=O)(=O)N4CCCCC4)cc3)CC2=O)cc1 (configuration not stated)	0%	-18%	?
O=C(NC(=S)NCC1CCCO1)c1ccc(Cl)cc1 (configuration not stated)	0%	-9%	?
CC1CCCCN1CCCn1c(=S)[nH]c2ccccc2c1=O (configuration not stated)	3%	2%	-4%
Cc1cc(C)c2nncn2n1	-2%	?	7%
O=C1CCc2cc(NS(=O)(=O)c3ccccc3)cc3c2N1CCC3	nt	?	?

Some of the entries so far, field by field:
Cc1ccc(C(=O)Nn2cnc3ccccc3c2=O)cc1C
  TDP1 block: nt
  N370S GC mod: 2%
  TDP1 cell noCPT: -11%

CN(C)S(=O)(=O)Oc1cccc(C(=O)Nc2ccc([N+](=O)[O-])cc2)c1
  TDP1 block: 0%
  N370S GC mod: -3%
  TDP1 cell noCPT: 8.2µM*

COc1ccc(N2CC(C(=O)Nc3ccc(S(=O)(=O)N4CCCCC4)cc3)CC2=O)cc1 (configuration not stated)
  TDP1 block: 0%
  N370S GC mod: -18%
  TDP1 cell noCPT: ?

Carrying on.
SMILES	TDP1 block	N370S GC mod	TDP1 cell noCPT
COc1ccc(-n2c(=O)c3c4c(sc3n3c(=S)[nH]nc23)COC(C(C)C)C4)cc1 (configuration not stated)	6%	-5%	-24%
O=C(CCc1nnc(-c2ccc3c(c2)OCO3)o1)N1CCC(c2ccc(F)cc2)C1 (configuration not stated)	9%	5%	-33%
O=C(Cc1ccccc1)Nc1sc2c(c1C(=O)Nc1ccc(Br)cc1)CCC2	-2%[12.3 µM]	nt	?
COc1ccc(C2NC(c3ccc4c(c3)OCO4)=CC(c3ccccc3O)N2)cc1OC (configuration not stated)	5%	nt	18µM*
COC(=O)CN(c1cccc(OC)c1)S(C)(=O)=O	4%	4%	5%
O=C(c1ccccc1)c1ccccn1	3%	1%	-2%
O=C(COC(=O)c1ccccc1NC(=O)c1ccco1)NC1CCS(=O)(=O)C1 (configuration not stated)	8%	10%	-24%
Cc1noc(NS(=O)(=O)c2ccc(NC(=O)c3ccc(OC(C)C)cc3)cc2)c1C	0%	11%	-7%
O=C(CCCCCn1c(SCC(=O)c2ccccc2)nc2ccccc2c1=O)NCc1ccco1	2%	-3%	21µM*
N#CCCN(C(=O)CSc1ncccn1)c1ccc2c(c1)OCCO2	5%	nt	5%
O=C(COC(=O)CNC(=O)c1cccc(OC(F)F)c1)NNC(=O)c1ccccc1	0%	nt	7%
O=C(NC(=S)Nc1ccccc1N1CCCC1)c1ccco1	12%	-9%	?
CCOc1ccc(/C=N/NC(=O)c2c(C)n(C)c3ccc(OC)cc23)cc1	-1%	10%	5.8µM*
N#CCCN(C(=O)COC(=O)c1ccc2c(c1)OCO2)c1ccccc1	-3%[56.1 µM]	nt	-27%
Cc1cccc(C)c1NC(=O)COC(=O)c1ccc2c(c1)OCO2	0%	-7%	?
O=C(CCNC(=O)c1ccc([N+](=O)[O-])cc1)Oc1ccc(F)c(F)c1	0%	nt	-15%
COC(=O)c1cc(NC(=O)Cc2coc3cc(OC)ccc23)cc(C(=O)OC)c1	0%	-21%[2.35 µM]	?
O=C(c1cc(C(F)(F)F)cc(C(F)(F)F)c1)N1CCC2(CC1)CN(c1ccccn1)C2	nt	?	5.2µM*
NC(=O)c1nc(C2CCCCC2)nc2c1[nH]c(=O)n2-c1ccc(F)cc1	-5%	3%	-18%
CCOc1ccc(-c2ccc(NS(=O)(=O)c3cc(C)ccc3OC)cc2)nn1	5%	nt	23µM*

Part of the list above, with each value named.
> O=C(COC(=O)CNC(=O)c1cccc(OC(F)F)c1)NNC(=O)c1ccccc1
  TDP1 block = 0%	N370S GC mod = nt	TDP1 cell noCPT = 7%
> O=C(NC(=S)Nc1ccccc1N1CCCC1)c1ccco1
  TDP1 block = 12%	N370S GC mod = -9%	TDP1 cell noCPT = ?

Additional compounds.
SMILES	TDP1 block	N370S GC mod	TDP1 cell noCPT
COc1ccc(CCNC(=O)COC(=O)Cc2cc(OC)c(OC)c(OC)c2)cc1	1%	-2%	3%
CCN(CC)CCCNC(=O)c1nn2c(C(F)(F)F)cc(-c3ccccc3)nc2c1Cl	nt	0%	?
COc1ccc(Nc2ccc(N3C(=O)CCCC3=O)cc2[N+](=O)[O-])cc1OC	1%	-6%	-15%
O=C1CCC(=O)N1N1C(=O)C2C3c4ccccc4C(c4ccccc43)C2C1=O (configuration not stated)	-2%	-1%	0%
CC(C)(C)c1ccc(OCCC(=O)OCC(=O)NC2CCCCC2)cc1	nt	-8%	-7%
COc1ccc(-c2noc(CC(=O)Nc3ccc(C)c(F)c3)n2)cc1	-5%	nt	-8%
CCC(=O)/C=C1/Sc2ccc(OC)cc2N1CC	-1%	-6%	?
CCOc1ccc(NC(=O)COC(=O)Cc2ccc(S(=O)(=O)N3CCOCC3)s2)cc1	3%	1%[12.8 µM]	3%
CC(=O)NCCC(=O)Nc1nc(-c2ccc3c(c2)OCCO3)cs1	0%	-4%	-7%
COc1cccc(C2C(C(=O)c3sc(C)nc3C)=C(O)C(=O)N2CCN2CCOCC2)c1OC (configuration not stated)	-2%	2%	4%
NC(N)=NC1=NC(=O)C(Cc2ccccc2Cl)S1 (configuration not stated)	0%	1%	-8%
CCN(CCCNC(=O)c1cc(Nc2ccccc2OC)nc2ccccc12)c1cccc(C)c1	0%	nt	7.3µM*
COc1ccc(NC(=O)CSc2nnc(NC(=O)c3ccccc3C(=O)O)s2)cc1	2%	1%	?
COC(=O)c1cc(OCC(=O)NC2CCCc3ccccc32)cc(C(=O)OC)c1 (configuration not stated)	11%	-4%	-7%
O=C(Oc1ccccc1/C=C\C(=O)c1cc2ccccc2o1)c1ccccc1	5%	24%	7.3µM*
O=c1oc2ccccc2c(O)c1C=NCc1ccccn1	3%	3%	-24%
O=C(CN1C(=O)c2cccnc2Oc2ccc(Cl)cc21)N1CCOCC1	3%	-11%	22%
O=C(OCc1ccccc1)c1ccc(Br)o1	3%	5%	-29%
O=C(CCNC(=O)c1ccccc1Cl)Nc1nccs1	2%	26%	-2%
CN1C(=O)/C(=C/c2ccccc2F)Sc2ccc(C(=O)N3CCCC3)cc21	4%	-2%	?
COc1cc(CN2CCN(C(=O)c3ccc(-c4ccccc4)cc3)CC2)cc(OC)c1OC	-3%	-12%	26µM*
O=C(NC1=NCCS1)C1COc2ccccc2O1 (configuration not stated)	3%	20%	-10%
CC(NC(=O)NC(=O)c1ccc(Cl)cc1)c1ccccc1 (configuration not stated)	2%	-3%	?
CC1CC(C)CN(C(=O)c2ccc(CSc3nc4ccncc4[nH]3)cc2)C1 (configuration not stated)	-1%	-18%	12µM*
Cc1cc(C)c(C(=O)COC(=O)C2CCN(c3ccc(C(F)(F)F)cn3)CC2)c(C)c1	-6%	nt	?
COc1ccc2[nH]cc(CCNc3ncncc3-c3ccc4c(c3)OCO4)c2c1	nt	-11%	18µM*
O=C(NCC(=O)N1CCN(Cc2ccc3c(c2)OCO3)CC1)c1ccccc1F	0%	nt	-1%
COc1ccc(C(=O)N2CCC3(CC2)CN(C(=O)Nc2ccccc2)C3)cc1	nt	0%	-11%
NC(=O)c1ccc(-n2nnnc2Oc2ccccc2C(=O)N2CCOCC2)cc1	6%	-1%	1%
CN(CC(=O)Nc1ccc(Cl)c(C(F)(F)F)c1)C(=O)c1cc(=O)c2ccccc2o1	1%	nt	?
Cc1ccc(CSc2nnc(-c3ccccn3)n2C)cc1	4%	1%	-12%
CCn1c(CNC(=O)Cc2ccc(OC)cc2)nnc1SCC(=O)Nc1ccc(C(=O)O)cc1	-5%	3%	1%
CCOc1ccc(S(=O)(=O)N2CCCC(C(=O)NC3CC3)C2)cc1Cl (configuration not stated)	2%	1%	?
NC(=O)C1Cc2ccccc2CN1C(=O)c1cc(C2CC2)nn1-c1ccccc1 (configuration not stated)	1%	nt	-12%
COc1ccc(CCNCC(=O)Nc2ccc(C)c(Br)c2)cc1OC	nt	-19%	?
COc1ccc(C(=O)Nc2nnc(SCc3cc(=O)c4cc(C)cc(C)c4[nH]3)s2)cc1	3%	nt	-20%
CC1(C)NC(=O)N(CC(=O)OCC(=O)c2ccc(Br)s2)C1=O	1%	nt	-21%
CC(=O)C1=C(C)NC(=O)NC1c1cccs1 (configuration not stated)	-3%	nt	2%
COc1ccccc1NC(=O)CN1CCN(c2ccccc2OC)CC1	nt	-1%	?
CCOc1ccccc1N1C(=O)c2ccccc2N/C1=C\N1CCN(C(=O)c2ccco2)CC1	1%	nt	?
CCSc1nnc2c(n1)[nH]c1c(C)cccc12	6%	-5%	13µM*
Cc1ccc(NC(=O)COC(=O)c2cccc(OC(F)F)c2)cc1S(=O)(=O)N1CCCCC1	1%	nt	?
CCn1nc(C(=O)OCC(=O)NCCN2C(=O)CSC2=O)c2ccccc2c1=O	2%	4%	12%

A portion of the library, so the mix of outcomes need not match the whole.
